# High-throughput results deposited in PubChem by several laboratories.
# ABCB1 inh: human ABCB1 inhibition, ABCG2 as counter-screen. CCRF-Adr cells, JC-1 efflux, flow cytometry. inhibition, % at 6.6 µM. 0.067% of 190,000 active; in the data active = inhibition above about 40%;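 note: 0% = vehicle and 100% = reference inhibitor; higher value means more JC-1 retained so stronger ABCB1 efflux block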
# Mcl1-Noxa inh: disrupts binding of human Mcl-1 to Noxa peptide. 1.5% of 220,000 active. AID 1022. inhibition, % at 21.7 µM. TR-FRET Mcl-1/Noxa peptide binding, 2 h;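 active = compounds that cut the protein-peptide binding signal by more than 50% relative to plate controls in a single-dose test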;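 note: His-tagged Mcl-1 with rhodamine Noxa BH3 peptide and terbium anti-His antibody; 0% = Mcl-1 plus Noxa peptide wells and 100% = peptide-only wells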
# RGS4-Gao reg: modulates binding of RGS4 to human Galphao; P09471; binding response (% of control), % at 10 µM; 0.33% of 220,000 active; Multiplexed bead flow cytometry; actives lie on both sides; in the data active = binding response below about 49% or above about 150%; inactive = in between;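 note: fluorescent Galphao activated with aluminum fluoride binding bead-coupled RGS4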
# Target sequence (P09471 whole entry, looked up): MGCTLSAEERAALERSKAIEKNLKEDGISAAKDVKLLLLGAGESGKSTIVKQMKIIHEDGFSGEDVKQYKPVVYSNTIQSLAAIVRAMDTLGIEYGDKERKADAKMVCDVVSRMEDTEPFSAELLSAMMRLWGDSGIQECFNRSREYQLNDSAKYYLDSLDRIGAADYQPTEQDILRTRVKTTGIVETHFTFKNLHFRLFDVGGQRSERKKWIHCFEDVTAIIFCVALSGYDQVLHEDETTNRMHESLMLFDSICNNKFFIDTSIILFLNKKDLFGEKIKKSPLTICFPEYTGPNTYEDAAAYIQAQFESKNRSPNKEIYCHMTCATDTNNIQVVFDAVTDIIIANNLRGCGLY
# Avidin bead fluor: compound fluoresces at 488/530 nm on avidin beads; 0.38% of 220,000 active; compound fluorescence 488/530 nm, flow cytometry; hits give high values; fluorescence (KMESF) at 10 µM; in the data active = fluorescence above about 47; note: inactives centre near 10
# ABCG2 block: human ABCG2 inhibition, ABCB1 as counter-screen. 0.1% of 190,000 active. inhibition, % at 6.6 µM. Q9UNQ0. IgMXP3 cells, JC-1 efflux, flow cytometry;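 active = inhibition above 80%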;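 note: 0% = DMSO and 100% = nicardipine control wells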
#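 Test system: IgMXP3 cells (ABCG2) mixed with DDAO far-red-labelled CCRF-Adr cells (ABCB1). Reagent: JC-1 transporter substrate. Compound dosing: single test compound dose, 6.6 µM final. Times: 10 min compound exposure, 25 °C. Detection: flow cytometry of retained JC-1 fluorescence. Read-out basis: efflux inhibition in percent versus controls. Controls: nicardipine and DMSO wells.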
# Pf gamet viab: kills late stage P. falciparum gametocytes; inhibition, % at 10.9 µM; 0.065% of 150,000 active; AID 743093; P. falciparum stage V gametocytes, ATP luminescence, 24 h;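 active = inhibition above the mean plus 3 SD of compounds within the control limits, set per campaign, cut at about 38% in these data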;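 note: 0% = DMSO wells and 100% = medium only without gametocytes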
# RGS7-Gao reg: human RGS7-Galphao interaction regulation; P09471; Multiplexed bead flow cytometry, RGS7-Galphao binding; actives lie on both sides; 0.35% of 220,000 active; binding response (% of control), % at 10 µM; in the data active = binding response below about 49% or above about 150%; inconclusive = no clear call, values can overlap the other calls; inactive = in between;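 note: fluorescent Galphao held in activated GDP-AlF4 state binding bead-coupled RGS7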
# GSH fluor: GSH bead compound fluorescence profile; GSH beads flow cytometry, compound fluorescence 488/530 nm; hits give high values; fluorescence (KMESF) at 10 µM; 0.25% of 190,000 active; AID 1776; in the data active = fluorescence above about 89;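 note: glutathione beads carrying GST-tagged Bcl family fusion proteins plus one bare bead set; values are compound well signal with DMSO vehicle wells as background; inactives centre near 16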
# RGS8-Gao reg: regulators of human RGS8-Galphao interaction; multiplexed bead flow cytometry, RGS8-Galphao binding; actives lie on both sides; response (percent of control binding), % at 10 µM; 0.34% of 220,000 active; in the data active = response below about 60% or above about 140%; inactive = in between;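 note: Galphao activated as the GDP aluminium fluoride complex binding bead-coupled RGS8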
# Mcl1 Bid PPI: disrupts binding of human Mcl-1 to Bid peptide; TR-FRET Mcl-1/Bid-Dy647 peptide binding, 1536-well; AID 1021; 0.97% of 220,000 active; inhibition, % at 21.7 µM; Q07820;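 active = compounds that cut the binding signal by more than half at the single screening dose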;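 note: His-tagged Mcl-1 with europium anti-His antibody binding Bid BH3 peptide; 0% = Mcl-1 plus peptide wells and 100% = peptide-only wells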
# Mcl-1 Bim block: disrupts Bim peptide binding to human Mcl-1; Bead-based flow cytometry, Bim peptide-Mcl-1 binding; 0.1% of 190,000 active; inhibition, % at 10 µM; in the data active = inhibition above about 40%;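 note: 0% = no compound tracer wells and 100% = peptide blocker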
# * hit, by the source's call; ? = inconclusive; . = no result given.
# Each structure is followed by: ABCB1 inh	Mcl1-Noxa inh	RGS4-Gao reg	Avidin bead fluor	ABCG2 block	Pf gamet viab	RGS7-Gao reg	GSH fluor	RGS8-Gao reg	Mcl1 Bid PPI	Mcl-1 Bim block
CCOC(=O)C1(C)NC(c2ccc(OC)cc2OC)C2C(=O)N(CC)C(=O)C21 (stereo not given)
 : 0.1	21	104	22	0	32	101	12	103	-31	-2
CCOC(=O)CNC(=O)CSc1nc2c(C)cccc2cc1CC
 : 0.3	-5	100	10	3	1	107	22	103	-30	2
O=C(C1CCCN(c2nnc(-n3cccc3)s2)C1)N1CCN(c2ccccc2)CC1 (stereo not given)
 : -1.9	1	92	8	-3	.	90	21	96	-34	0
CCOC(=O)COc1ccc2c(=O)c(-c3ccc(OC)c(OC)c3)c(C(=O)OCC)oc2c1
 : .	-13	101	7	.	-6	?	.	99	-17	.
Cc1ccc(C(C(=O)NC2CCCC2)N(Cc2ccc3c(c2)OCO3)C(=O)Cc2cccs2)cc1 (stereo not given)
 : 0.7	-3	102	5	0	.	102	17	103	-13	-4
CC(=O)c1c(C(C)=O)c(C)n(-c2cccc([N+](=O)[O-])c2)c1C
 : 0.3	6	101	13	0	0	98	8	100	-26	-2
COc1cc(C#CC#CCN2CCCCC2)ccc1O
 : 1.4	51*	101	35	7	.	101	18	101	8	-1
CC(C)(C)C(=O)NC(=S)NNC(=O)C(c1ccccc1)c1ccccc1
 : 0.0	-27	103	20	0	.	102	10	103	-50	-1
CCNC(=O)CN1C(=O)NC(Cc2ccccc2)(Cc2ccccc2)C1=O
 : 1.2	20	103	9	8	8	?	14	102	-13	-2
O=C(c1ccc(Cl)c(S(=O)(=O)N2CCCC2)c1)N1CCN(c2ccc(F)cc2)CC1
 : 1.1	21	108	8	2	.	?	14	109	-22	-1
COc1cccc(C(=O)NN2C(=O)C3C4C=CC(O4)C3C2=O)c1 (stereo not given)
 : 0.3	-5	106	38	1	.	103	23	103	-15	-3
COc1ccc(S(=O)(=O)Cc2ccc(C(=O)N3CCCC3)o2)cc1
 : -0.2	-6	98	4	0	.	101	23	96	-22	-1
CN(Cc1nc(-c2cnccn2)no1)CC(O)c1ccccc1 (stereo not given)
 : 0.1	13	102	6	1	.	99	16	101	-40	-1
O=C(NC1CC1)c1ccc(CSCc2cccc(F)c2)o1
 : 0.6	18	100	6	2	.	103	22	103	-13	0
COc1ccc(S(=O)(=O)Nc2ccccc2C(=O)Nc2nc(-c3ccc(F)cc3)cs2)cc1OC
 : -0.9	26	103	15	-9	-11	99	11	102	-9	-1

# Six compounds from above, sorted by formula weight, lowest first.
# Each structure is followed by: ABCB1 inh	Mcl1-Noxa inh	RGS4-Gao reg	Avidin bead fluor	ABCG2 block	Pf gamet viab	RGS7-Gao reg	GSH fluor	RGS8-Gao reg	Mcl1 Bid PPI	Mcl-1 Bim block
CC(=O)c1c(C(C)=O)c(C)n(-c2cccc([N+](=O)[O-])c2)c1C
 : 0.3	6	101	13	0	0	98	8	100	-26	-2
O=C(NC1CC1)c1ccc(CSCc2cccc(F)c2)o1
 : 0.6	18	100	6	2	.	103	22	103	-13	0
CN(Cc1nc(-c2cnccn2)no1)CC(O)c1ccccc1 (stereo not given)
 : 0.1	13	102	6	1	.	99	16	101	-40	-1
CC(C)(C)C(=O)NC(=S)NNC(=O)C(c1ccccc1)c1ccccc1
 : 0.0	-27	103	20	0	.	102	10	103	-50	-1
O=C(c1ccc(Cl)c(S(=O)(=O)N2CCCC2)c1)N1CCN(c2ccc(F)cc2)CC1
 : 1.1	21	108	8	2	.	?	14	109	-22	-1
CCOC(=O)COc1ccc2c(=O)c(-c3ccc(OC)c(OC)c3)c(C(=O)OCC)oc2c1
 : .	-13	101	7	.	-6	?	.	99	-17	.
